# C-LANA FP: KSHV C-LANA DNA binding inhibition. actives 0.078% (n = 340,000). inhibition, % at 9 µM. AID 504423. MBP-C-LANA/FAM-LBS DNA binding, fluorescence polarization;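 active = highest replicate inhibition at or above 60% at 9 µM, even if other replicates fall short; inactive = all replicates below 60% inhibition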;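 also: 0% = neutral control wells and 100% = 4 µM acridine orange control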
# OPRM1-OPRD1 ag: OPRM1-OPRD1 heterodimerization agonism. activation, % at 9.3 µM. P35372+P41143. cells, luminescence. actives 0.3% (n = 340,000); in the data active = activation above about 18%;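 also: 0% = vehicle-treated cells and 100% = reference agonist; values of inactives mirror those of a sister screen read the other way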
# Wnt bcat act: activates Wnt/beta-catenin signaling in a reporter cell assay | activation, % at 9.35 µM | AID 743398 | actives 1.2% (n = 300,000) | activator, plate reader; in the data active = activation above about 30%, passing the limit was not always enough;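 also: 0% = neutral control wells and 100% = positive control wells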
# Arrestin-AP2 inh: blocks beta-arrestin peptide binding to AP2 adaptin | FITC-arrestin peptide / GST-AP2 beads, flow cytometry; AP2 beta2 appendage carries R879A mutation | inhibition, % at 10 µM | actives 0.31% (n = 340,000);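 active = inhibition above a set limit, near 3 SD of compounds lacking own fluorescence, cut at about 54% in these data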;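 also: plate controls were DMSO wells for no effect and 5 µM unlabelled arrestin peptide for full effect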
#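 Material – GST-tagged AP2 beta2-adaptin appendage (R879A) on 4 µm glutathione beads · Probe or stimulus – fluorescein-tagged arrestin peptide at 50 nM final · Timing – 12 min plus 1 h, RT · Detection – bead flow cytometry, FITC channel · Read-out basis – inhibition as reduced fluorescein signal on beads, percent · Medium – PBS plus Tween 20 (0.05%) and BSA (0.1%)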
# Cardiac RTF inh: cardiac RTF calcium desensitization; P19429+P45379; IANBD-labeled cardiac RTF, Ca2+ fluorescence; inhibition, % at 7.15 µM; actives 0.12% (n = 340,000); AID 493244;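 active = inhibition above the mean inhibition of all tested compounds plus 3 SD, cut at about 17% in these data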;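 also: assay run at fixed EC70 calcium of 1.6 mM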
# Pemphigus Ab inh: human desmoglein-3 autoantibody binding inhibition; P32926; DSG3-coupled beads, scFv-anti-DSG3-GFP binding, flow cytometry; stronger effect = lower value; binding (percent of control), % at 10 µM; actives 0.48% (n = 310,000);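 active = binding more than 3 SD below its plate's average and above zero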;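 also: hits lower antibody fragment binding to DSG3; some compounds called inactive have numbers as strong as hits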
# Target sequence (P32926 whole entry, looked up, the tested form may be a part): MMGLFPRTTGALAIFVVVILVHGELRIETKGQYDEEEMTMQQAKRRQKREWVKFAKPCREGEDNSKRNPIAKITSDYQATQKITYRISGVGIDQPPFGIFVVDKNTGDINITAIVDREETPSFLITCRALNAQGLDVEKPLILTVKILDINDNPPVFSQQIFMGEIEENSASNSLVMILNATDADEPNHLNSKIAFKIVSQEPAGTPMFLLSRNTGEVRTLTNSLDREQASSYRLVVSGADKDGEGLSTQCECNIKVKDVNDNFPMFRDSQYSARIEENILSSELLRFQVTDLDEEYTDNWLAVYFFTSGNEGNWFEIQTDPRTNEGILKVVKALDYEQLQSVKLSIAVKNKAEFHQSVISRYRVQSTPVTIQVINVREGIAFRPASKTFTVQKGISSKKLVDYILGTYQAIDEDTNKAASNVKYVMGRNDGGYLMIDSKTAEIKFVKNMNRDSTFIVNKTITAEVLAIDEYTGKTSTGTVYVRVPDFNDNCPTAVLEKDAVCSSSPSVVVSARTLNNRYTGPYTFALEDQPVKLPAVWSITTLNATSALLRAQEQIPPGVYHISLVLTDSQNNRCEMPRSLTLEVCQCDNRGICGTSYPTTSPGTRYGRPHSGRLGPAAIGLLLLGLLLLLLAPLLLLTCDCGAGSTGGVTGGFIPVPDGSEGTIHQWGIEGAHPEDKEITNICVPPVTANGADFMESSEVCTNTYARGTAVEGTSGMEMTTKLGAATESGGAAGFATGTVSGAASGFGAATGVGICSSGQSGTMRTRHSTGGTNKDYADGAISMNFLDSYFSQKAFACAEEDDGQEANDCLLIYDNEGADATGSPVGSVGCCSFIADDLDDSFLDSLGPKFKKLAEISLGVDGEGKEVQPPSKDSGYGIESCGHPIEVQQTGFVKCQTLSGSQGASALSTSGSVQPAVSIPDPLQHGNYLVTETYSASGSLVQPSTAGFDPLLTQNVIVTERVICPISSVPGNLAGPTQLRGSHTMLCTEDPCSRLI
# RTF Ca sens act: increases calcium sensitivity of human cardiac regulated thin filaments; P19429+P45379; IANBD-labeled TnC RTF fluorescence at EC20 calcium; 0% EC20 calcium, 100% full calcium; activation, % at 7.2 µM; actives 0.24% (n = 340,000); AID 493008;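 active = activation above the mean over all tested compounds plus 3 SD, cut at about 30% in these data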;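 also: rise in fluorescence read as greater calcium sensitivity of cardiac thin filaments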
# V-ATPase pHluor: regulators of yeast V-ATPase proton transport; actives 0.37% (n = 350,000); response, % at 10 µM; S. cerevisiae, pHLuorin cytosolic pH fluorescence; in the data active = response mostly above about 7.3%, no sharp cut-off; inactive = mostly below about 5.4%; also: actives read high; inactives centre near 0; some compounds called inactive have numbers as strong as hits; reference of the scale not given here
# MOR-DOR inv ag: inverse agonist of human OPRM1-OPRD1 heterodimerization; P35372+P41143; cell-based MOR-DOR heterodimer luminescence, inverse agonism; inhibition, % at 9.3 µM; actives 0.21% (n = 340,000); in the data active = inhibition above about 22%, passing the limit was not always enough;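 also: 0% = cells with DMSO and 100% = wells without cells with DMSO; values of inactives mirror those of a sister screen read the other way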
# Keap1 Nrf2 FP: Keap1-Nrf2 (human) interaction inhibition. AID 504523. inhibition, % at 9.4 µM. Keap1 Kelch-Nrf2 peptide fluorescence polarization, 1536-well. actives 0.15% (n = 340,000); in the data active = inhibition above about 12%;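 also: human Keap1 Kelch domain with fluorescein labeled Nrf2 9mer peptide probe; 0% = neutral control wells and 100% = peptide positive control; higher means more block of Keap1 binding to Nrf2 peptide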
# Starred values were filed as active, the others as inactive; nt = no result given.
mol,C-LANA FP,Keap1 Nrf2 FP,Cardiac RTF inh,Wnt bcat act,Pemphigus Ab inh,OPRM1-OPRD1 ag,RTF Ca sens act,MOR-DOR inv ag,Arrestin-AP2 inh,V-ATPase pHluor
Cc1ccccc1-n1c(SC(C)C(N)=O)nnc1-c1cccnc1 (centres undefined),0.8,5.5,-3.4,nt,84.0,-0.4,-1.0,2.0,6.8,2.1
O=c1[nH][nH]cc1C=Nc1ccc(Oc2ccccc2)cc1,0.7,-9.8,-6.4,-2.3,101.2,-0.1,3.6,0.4,-3.1,-3.5
COC(=O)c1nnn(-c2ccsc2C(=O)OC)c1C(=O)OC,nt,nt,-4.7,-0.5,112.6,-3.5,3.6,17.2,0.0,1.1
COc1ccccc1CN1CCNC(=O)C1CC(=O)NCCCn1cccn1 (centres undefined),-0.1,-2.0,-13.7,nt,86.2,-2.0,6.2,12.6,12.1,-4.9
CCN(CC)S(=O)(=O)c1cccc(C(=O)Oc2cccnc2)c1,-0.8,-18.9,8.7,-1.0,nt,-0.3,-1.0,1.8,1.3,-8.7
Cc1ccsc1/C=N\NC(=O)CCc1c(C)n[nH]c1C,1.0,-4.5,3.1,-1.2,111.2,2.5,8.6,-11.9,-5.5,-1.3
Cn1c(=O)[nH]c(=O)c2c1nc(N1CCN(C(=O)c3ccco3)CC1)n2CCCSc1ncccn1,-2.5,-0.9,3.5,2.2,109.5,-1.6,-1.8,8.5,-4.6,-4.1
CCCS(=O)(=O)N1CCC(C(=O)NCCCOC(C)C)CC1,0.8,-4.4,-9.6,nt,103.5,-0.9,7.8,5.1,0.1,-5.1
COc1ccc(-c2nonc2NC(=O)c2oc3ccccc3c2C)cc1OC,-0.9,-6.3,-0.1,0.1,103.2,-3.5,-3.8,18.1,5.7,-0.9
Cc1cccc(OC(C)C(=O)OCC(=O)N2CCN(c3ccccc3)CC2)c1 (centres undefined),-0.5,2.3,-1.9,0.1,nt,-2.3,-2.3,11.0,4.5,0.2
O=C(Cc1ccc(Cl)cc1)Nc1ccccc1C(=O)N1CCCC1,0.6,-5.0,-5.8,-2.0,119.4,-2.7,-3.2,15.2,-0.8,6.2
Cc1ccc(NC(=O)CCc2nnc3ccc(N4CCC(C)CC4)nn23)nc1,-0.9,-1.5,1.8,-1.2,105.5,-3.2,-5.8,16.5,-10.6,1.2
NC(=O)COc1cc2oc(=O)c3c(c2cc1Cl)CCCC3,1.5,1.2,-7.3,-1.6,91.8,-3.7,-6.6,17.7,-10.2,0.1
Cc1cc(S(=O)(=O)NC2CCN(Cc3ccccc3)CC2)c(C)cc1Cl,82.2*,-0.4,-5.8,-0.7,108.7,9.8,1.1,-51.1,-11.8,2.1
Cn1c(NCCc2ccccc2)cc(=O)n(C)c1=O,-1.5,-4.6,0.2,nt,107.4,-1.5,8.9,8.8,12.9,0.3
Cc1ccc(N/C=C2\CCCCC2=O)nc1,-2.7,3.3,-10.1,1.5,96.2,-1.7,-1.4,8.1,-8.4,-1.5
CCOC(=O)NC1(Nc2cccc(Cl)c2)Oc2ccccc2O1,1.2,-2.7,-8.1,4.8,104.0,-1.6,1.5,8.4,-3.7,0.3
Cc1cccc(N2C(=O)c3ccc(C(=O)Nc4cccc(C(=O)O)c4)cc3C2=O)c1,0.1,3.6,-6.2,4.0,92.8,-0.4,-4.2,2.2,24.5,2.1
Cc1ccc(S(=O)(=O)c2ccc(Oc3cccc(C)c3)cc2)cc1,-1.6,4.8,-0.5,3.0,nt,-0.2,-6.1,1.4,13.8,-4.6
COc1ccc(NC(=O)c2oc3ccccc3c2NC(=O)c2ccc(OC)c(OC)c2)c(OC)c1,-0.7,-0.5,-2.6,-2.1,7.3*,-1.6,-1.8,8.4,1.7,-1.1
Cc1cc(C)n(-c2nc3ccccc3c3nc(C)nn23)n1,0.2,-1.0,-6.4,-2.8,106.0,-2.7,-0.7,16.1,-0.4,3.9
CCCCCC(=O)Nc1cc(S(=O)(=O)N2CCOCC2)ccc1N1CCCCC1,0.6,3.5,-6.2,-2.8,105.2,-2.1,-14.4,13.4,-19.2,5.9
CCN(CC)S(=O)(=O)c1cc(Br)ccc1OC,-2.0,-56.6,3.8,-1.3,98.4,-0.4,2.5,2.3,-7.3,3.9
COC(=O)/C(C#N)=C(/Nc1ccc(F)c(Cl)c1)C(F)(F)F,0.5,-5.4,-15.5,6.6,104.3,-1.8,14.1,9.3,-4.6,0.2
CCN(Cc1nc2cc(Cl)ccc2c(=O)[nH]1)C(=O)c1cccc(OCc2c(C)noc2C)c1,7.2,-1.2,-9.9,-1.0,nt,3.0,0.4,-12.2,19.1,2.4

# Brought forward from above: two compounds, then new ones.
mol,C-LANA FP,Keap1 Nrf2 FP,Cardiac RTF inh,Wnt bcat act,Pemphigus Ab inh,OPRM1-OPRD1 ag,RTF Ca sens act,MOR-DOR inv ag,Arrestin-AP2 inh,V-ATPase pHluor
COC(=O)/C(C#N)=C(/Nc1ccc(F)c(Cl)c1)C(F)(F)F,0.5,-5.4,-15.5,6.6,104.3,-1.8,14.1,9.3,-4.6,0.2
CCN(Cc1nc2cc(Cl)ccc2c(=O)[nH]1)C(=O)c1cccc(OCc2c(C)noc2C)c1,7.2,-1.2,-9.9,-1.0,nt,3.0,0.4,-12.2,19.1,2.4
O=C(N/N=C/C=C\c1cccc([N+](=O)[O-])c1)c1ccccn1,2.4,0.3,-5.9,1.2,99.2,0.2,2.6,-1.1,5.2,4.3
CC(C)c1ccc(-n2cccc2/C=C2/C(=N)N3C=CSC3=NC2=O)cc1,1.9,-5.0,-6.9,-1.4,118.2,1.9,4.1,-10.2,0.0,0.7
O=C(Nc1ccc(F)cc1)C1CC(=O)n2c(nc3ccccc32)N1 (centres undefined),-0.3,-4.5,-1.1,nt,97.7,-0.8,-1.4,3.7,-20.6,-0.7
CCCCn1c(N)c(N(CCOC)C(=O)c2ccc(S(=O)(=O)N3CCC(C)CC3)cc2)c(=O)[nH]c1=O,1.2,-4.6,-5.6,2.4,101.8,-0.6,0.4,3.7,-7.1,-0.3
CC(=O)c1cccc(NC(=O)c2onc(C)c2Cl)c1,0.8,-1.4,-6.2,1.4,100.2,-0.6,0.3,3.7,-3.6,2.6
Cc1cc(N)n(-c2ncnc3scc(-c4ccccc4)c23)n1,-0.8,-1.2,1.9,-8.6,106.8,-0.2,9.7,1.0,6.0,0.6
O=C1NC(=O)C(CC(=O)N(Cc2ccco2)C2(C(=O)NC3CCCC3)CCCCC2)N1 (centres undefined),-0.9,2.1,-8.3,nt,103.1,-2.1,4.3,11.4,-12.8,-3.7
Cc1c(C(=O)O)cccc1-n1c(C)cc(/C=N/Nc2ccc([N+](=O)[O-])cn2)c1C,21.7,-4.3,-2.5,0.5,99.7,-1.5,-11.2,8.0,16.1,15.9*
O=C(Nc1ccc2c(c1)CCC2)C1CCN(c2ncccn2)CC1,0.0,-2.8,-3.7,8.1,102.3,1.4,-0.9,-7.0,7.1,0.0
Cc1ccc(C)c(N2CCN(C(=S)NC3CCCCC3)CC2)c1,1.0,-4.3,-6.2,-2.2,99.5,-0.8,1.6,3.9,-19.5,-0.9
CC(=O)Nc1ccc(CCCCc2ccccc2)cc1,1.2,-1.0,5.8,1.4,98.2,-2.4,-1.1,12.7,8.6,-0.5
O=C(COC(=O)c1cncc(Br)c1)Nc1nc(-c2ccc(F)cc2)cs1,1.3,1.6,3.7,14.5,95.9,-1.0,0.0,5.2,8.8,-1.3
Cc1nc(C)c(C(=O)NCc2ccccc2Cl)o1,-0.3,4.7,-3.3,0.4,100.6,-0.3,0.9,1.5,5.1,0.2
CCOc1cc(C(=S)N2CCC(O)CC2)ccc1OS(=O)(=O)c1ccc(Br)cc1,0.5,3.7,-4.7,1.1,102.6,-1.4,4.0,8.1,0.3,0.0
CC(=O)c1ccc(N2CCN(C(=O)C3CCN(S(=O)(=O)c4cccs4)CC3)CC2)cc1,-0.8,0.7,8.7,-1.2,105.7,0.5,0.5,-3.0,5.0,-0.7
CCOc1ccccc1N1CCN(Cc2cc3c(cc2[N+](=O)[O-])OCO3)CC1,-1.1,-1.8,3.3,-1.1,106.0,8.1,-2.8,-40.3,20.0,-1.6
CC(C(=O)Nc1ccc(O)cc1)c1cccc(C(=O)c2ccccc2)c1 (centres undefined),0.1,1.8,nt,-0.8,102.0,nt,nt,nt,38.8,-0.4
CCN(CC)Cc1c(O)ccc2c1O/C(=C\C=C\c1ccccc1)C2=O,14.5,-83.8,-164.9,-22.9,95.6,-2.0,112.8*,10.3,-11.6,1.6
CCc1nnc(NC(=O)C2=NN(C3CCS(=O)(=O)C3)C(=O)CC2)s1 (centres undefined),-0.3,1.2,-9.0,15.1,99.2,-0.4,1.6,2.1,38.0,4.9
Cc1cc(C)cc(NC(=O)COC(=O)CCn2c(C)csc2=O)c1,-1.5,-4.5,-11.2,1.0,103.8,-4.7,0.2,18.0,-3.1,-1.0
O=C(COC(=O)c1c2c(nc3ccccc13)CCCC2)c1ccc(Br)s1,-0.6,-4.9,-3.7,nt,108.4,6.0,5.6,-31.2,13.9,-2.7
Clc1ccc(-c2nc(-c3ccccn3)no2)cc1Cl,-1.2,0.6,-2.7,nt,118.5,0.9,-5.6,-5.5,-5.1,-2.0
Nc1cc2c(cc1[N+](=O)[O-])OCCO2,-0.1,-1.1,-10.7,nt,104.4,0.4,2.0,-2.0,-6.4,-0.7
CC(C)CN1C(=O)CC(Sc2ccccc2C(=O)O)C1=O (centres undefined),-0.6,-4.1,8.4,nt,99.9,-0.1,4.6,0.6,3.2,-0.9
CC(C)CN(C(=O)C1CCCC1)C1CCS(=O)(=O)C1 (centres undefined),-0.1,0.1,-1.6,0.1,103.1,0.7,6.1,-4.8,7.3,-0.8
O=C(c1cccs1)N1CCN(Cc2ccc3c(c2)OCO3)CC1,-0.8,-0.2,1.5,nt,94.3,-0.3,-1.5,1.9,2.4,1.2
O=C(O)c1ccc(Nc2nc3ccc(Cl)cc3[nH]2)cc1,1.5,-3.6,-4.2,-3.4,96.7,-0.9,-4.0,5.1,38.2,3.2
COc1ccc2c(c1)CCC1=C2NC(=S)NC1c1ccc(N(C)C)cc1 (centres undefined),-1.6,-5.6,-3.9,0.2,102.1,4.1,-5.0,-21.0,4.9,0.9
O=C1c2ccccc2C(=O)N1CCCCSc1nc2ccccc2c(=O)n1CCCN1CCOCC1,0.9,-0.4,-4.4,-1.2,99.5,-2.1,-0.2,10.6,-6.4,-3.1
O=Cc1cc2c(cc1[B-](F)(F)F)OCO2,-0.6,0.1,4.5,-1.1,111.2,-3.7,-1.8,17.3,31.2,1.5
CCC(c1nnc(SCC(=O)Nc2c(F)cccc2F)n1Cc1ccccc1)N(C)C (centres undefined),0.6,1.9,4.9,-0.3,105.4,-3.2,-2.6,13.0,30.6,1.9

# Compound activity as filed in PubChem BioAssay.
